GALK inhibitor = qHTS Assay for Inhibitors of Human Galactokinase (GALK); Potency, µM (titrated, usually from 57.5 µM), without a hit: at the highest dose activity change, negative = inhibition, actives largely listed as inhibitors; hit rate 0.007% among 270,000; Purified GALK, Kinase-Glo residual ATP luminescence; further: potency means the concentration at half of the fitted maximal effect; on the % scale 0 is the no-effect control and ±100 the full control effect
Target sequence (P51570 whole entry, looked up): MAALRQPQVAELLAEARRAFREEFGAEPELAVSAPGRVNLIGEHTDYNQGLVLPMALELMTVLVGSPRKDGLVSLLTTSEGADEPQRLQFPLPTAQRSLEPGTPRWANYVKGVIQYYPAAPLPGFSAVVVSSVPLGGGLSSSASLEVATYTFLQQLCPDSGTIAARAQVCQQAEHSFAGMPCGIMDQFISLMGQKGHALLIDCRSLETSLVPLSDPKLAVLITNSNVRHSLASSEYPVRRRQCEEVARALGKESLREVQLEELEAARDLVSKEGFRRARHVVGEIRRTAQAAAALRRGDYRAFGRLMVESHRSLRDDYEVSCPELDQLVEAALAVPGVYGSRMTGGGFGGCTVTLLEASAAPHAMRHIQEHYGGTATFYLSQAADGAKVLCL
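GALK at 5 nM final was combined with compound, 35 uM ATP and 100 uM galactose in HEPES pH8.0 with MgCl2 and DTT. The reaction ran one hour at room temperature before luminescent ATP detection.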
A-T KAP1 phos = qHTS Assay for Identifying a Potential Treatment of Ataxia-Telangiectasia; […] A-T fibroblasts, KAP-1 phosphorylation AlphaLISA; neocarzinostatin DNA damage 30 min before lysis; Potency, µM (top dose mostly 57.5 µM), inactives show top-dose activation, hits mostly activators; hit rate 0.19% among 320,000; further: potency means the concentration at half of the fitted maximal effect; % of control where 0% means no effect; nearly all actives have a fitted effect of over 45% in size
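ATM-like activity read as KAP-1 phosphorylation via AlphaLISA donor/acceptor antibody pairs after lysis and 6 hr at 25C. Cells were ATM-null patient fibroblasts ([…], hTERT), dosed 60 min, then exposed to the DSB inducer NCS for 30 min.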
KCNH2 WT inh = qHTS for Inhibitors of KCHN2 3.1: Wildtype qHTS; Voltage-gated inwardly rectifying potassium channel KCNH2 (Homo sapiens), Q12809; U2OS, BacMam KCNH2, thallium flux FluxOr; stronger effect = lower value; activity change, % at 1.84 µM; hit rate 0.37% among 340,000; AID 720551, 2013;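 active means maximum activity change below -70%; inconclusive means maximum activity change between -70% and -50%; inactive means maximum activity change above -50%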; further: on the % scale 0 is the no-effect control and ±100 the full control effect
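U2OS cells were transduced with wild-type KCNH2 virus (2.03 x 10^8 / mL) for 4 h at room temperature, then cultured overnight at 37 C. Thallium flux was read with FluxOr dye. Rate constants were normalized to DMSO controls.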
Coupling enz = qHTS Assay for Inhibitors of Fructose-1,6-bisphosphate Aldolase from Giardia Lamblia: Coupling assay counterscreen | coupling enzyme system counterscreen, AmpLite Red fluorescence | AID 2472, 2010 | hit rate 0.67% among 290,000 | activity change, negative = inhibition, % at 58.2 µM, hits read low; in the data active means activity change below about -30%; further: on the % scale 0 is the no-effect control and ±100 the full control effect
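Activity here indicates interference with the coupling reaction, not aldolase inhibition. Compounds at 57.5 uM final met coupling enzymes for 10 min at RT; substrate and AmpLite Red detection followed, with a 525/598 nm fluorescence read after 20 min.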
ASM inhibitor = Inhibitors of Secretory Acid Sphingomyelinase (S-ASM): qHTS; Sphingomyelin phosphodiesterase (Homo sapiens), P17405; placental ASM, HMU-PC fluorogenic substrate, 60 min; Potency, µM (doses to about 57.5 µM), without a hit: at the highest dose activity change, negative = inhibition, most hits filed as inhibitors; hit rate 0.006% among 340,000; further: potency means the concentration at half of the fitted maximal effect
Target sequence (P17405 47-631 limits assumed): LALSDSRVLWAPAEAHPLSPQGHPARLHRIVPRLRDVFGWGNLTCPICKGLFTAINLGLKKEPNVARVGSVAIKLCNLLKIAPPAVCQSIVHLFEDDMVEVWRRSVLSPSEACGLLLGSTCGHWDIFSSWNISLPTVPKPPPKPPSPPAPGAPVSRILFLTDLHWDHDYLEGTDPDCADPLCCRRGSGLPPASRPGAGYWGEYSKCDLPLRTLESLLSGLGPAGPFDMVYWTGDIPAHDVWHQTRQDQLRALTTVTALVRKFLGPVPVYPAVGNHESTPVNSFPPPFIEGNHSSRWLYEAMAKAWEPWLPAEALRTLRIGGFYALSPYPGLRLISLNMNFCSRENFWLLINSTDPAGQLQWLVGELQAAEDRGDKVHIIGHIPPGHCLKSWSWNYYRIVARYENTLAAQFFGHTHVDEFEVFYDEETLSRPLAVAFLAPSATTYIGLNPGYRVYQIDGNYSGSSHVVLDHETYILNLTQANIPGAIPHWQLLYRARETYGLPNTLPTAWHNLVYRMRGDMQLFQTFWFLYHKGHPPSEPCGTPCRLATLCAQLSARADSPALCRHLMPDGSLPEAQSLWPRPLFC
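Fluorescence read-out (Ex 386 nm, Em 447 nm) after stopping the reaction at pH 10. Enzyme: ASM from human placenta; substrate HMU-PC0, 9 uM final; 60 min, 37 °C. Compound preincubation 10 min, ambient temperature.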
MBNL1-CUG inh = qHTS Assay for Inhibitors of MBNL1-poly(CUG) RNA binding. Muscleblind-like protein 1 (Homo sapiens), Q9NR56. TR-FRET MBNL1-His/biotin-(CUG)12 binding, 665/545 ratio. Potency, µM (top dose mostly 57.5 µM), inactives show at the highest dose activity change, negative = inhibition, actives largely listed as inhibitors. hit rate 0.036% among 280,000; active means well fitted inhibition curve with a large enough effect in the signal ratio, with a control signal flat, not every such curve was filed as active; inconclusive means small, poorly fitted or top-dose-only effect, or effect the other way, or a change in a side signal; inactive means no such curve, though single readings can be large or run the other way; the % refers to the signal ratio; further: potency means the concentration at half of the fitted maximal effect; on the % scale 0 is the no-effect control and ±100 the full control effect
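His-tagged MBNL1 binding to biotinylated (CUG)12 RNA was measured by TR-FRET using terbium anti-His antibody (0.055 ng/ul final) and streptavidin-XL665 (5 nM final). Compounds were titrated 92 nM to 58 uM; 60 min at room temperature.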
TRPV1 agonist = HTS Assay for Compounds that Act as Agonists of the Vanilloid Receptor 1; AID 540275, 2011; activation, % at 8.33 µM; hit rate 0.19% among 320,000; TRPV1-expressing cells, Fluo-8 calcium influx, agonist mode; Transient receptor potential cation channel subfamily V member 1 (Homo sapiens), Q8NER1; in the data active means activation above about 80%; inconclusive means between about 30% and that limit; further: 0% is about no effect
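Fluo-8 calcium influx in TRPV1-expressing cells, kinetic read (ex 480/em 520 nm). Compound added and read 3 min for agonist activity, followed by capsaicin at EC20 final and 2 min further read for enhancement.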
MLL CXXC-DNA inh = qHTS Fluorescence Polarization Assay for Inhibitors of MLL CXXC domain - DNA interaction; MLL-CXXC / FITC-HOXA9 DNA fluorescence polarization; Potency, µM (series often up to 115 µM), for the others: at the top dose activity change, negative = inhibition, actives largely listed as inhibitors; hit rate 0.037% among 290,000; active means well fitted inhibition curve with a large enough effect in the polarisation, with a control signal flat, not every such curve was filed as active; inconclusive means small, poorly fitted or top-dose-only effect, or effect the other way, or a change in a side signal; inactive means no such curve, though single readings can be large or run the other way; the % refers to the polarisation; further: potency means the concentration at half of the fitted maximal effect
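Purified MLL-CXXC (added from a 7 uM solution) was preincubated 5 min at ambient with pinned compounds in 50 mM Tris-HCl pH 7.5, 50 mM NaCl, 1 mM DTT, 0.05% BSA. Fluorescein-labeled HOX-A9 DNA (50 nM solution) followed, 30 min, then polarization read.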
KCNH2 3.1 block = qHTS for Inhibitors of KCHN2 3.1: Mutant qHTS; U2OS KCNH2 3.1, thallium flux FluxOr; stronger effect = lower value; activity change, % (tested at about 1.8 µM); hit rate 0.95% among 340,000;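 active means maximum activity change below -70%; inconclusive means maximum activity change from -70% to -50%; inactive means maximum activity change above -50%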;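 further: thallium influx rate constant from kinetic fluorescence after stimulation buffer; on the % scale 0 is the no-effect control and ±100 the full control effect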
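Steps: virus added to U2OS suspension (4 h, RT, dark); medium with 10% FBS added, cells plated, 37 C overnight; FluxOr/Red40 loading buffer 45 min RT; stimulation buffer, 2 min kinetic read; rate constant normalized.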
Integrin act MD = qHTS for Activators of Integrin-Mediated Alleviation for Muscular Dystrophy; alpha7betagal myoblasts, beta-gal FDG fluorescence, 48 h; Potency, µM (top dose mostly 38.3 µM), inactives show at the top dose activation, usual class: activators; hit rate 0.064% among 350,000;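 further: potency means the concentration at half of the fitted maximal effect; 100% = response of the positive control SU9516; nearly all actives have a fitted effect of over 60% in size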
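alpha7betagal+/- myoblasts (passage 13, 250/well) treated 48 h at 37C with compounds at 1:260 dilution of DMSO stock. Lysed, then beta-galactosidase activity read as FDG fluorescence (ex 480/em 540) after 30 min, with pre-read for autofluorescence.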
* = called active by the depositor; ? = inconclusive; . = no result given; [ ] = dose if it differs, or a comment. Unless noted, the call rests on the fitted dose curve; in most records, active means well fitted curve in the direction sought with a large enough effect; inconclusive means small, poorly fitted or top-dose-only effect, or another doubt; inactive means no such curve, though single readings can be large; an effect the other way counts as inactive or inconclusive.

SMILES	GALK inhibitor	A-T KAP1 phos	KCNH2 WT inh	Coupling enz	ASM inhibitor	MBNL1-CUG inh	TRPV1 agonist	MLL CXXC-DNA inh	KCNH2 3.1 block	Integrin act MD
CCc1ccc(NC(=S)N2CCCC2)cc1	0%	-5%	-11	.	1%	2%	22	12%	4	8%
CC(C)c1ccc(NC2CCCN(C(=O)c3ccncc3)C2)cc1 (configuration not stated)	-8%	-22%	-20	.	1%	31%[activator]	9	?	0	-1%
CCCc1cc(=O)oc2cc(OCC(=O)N3CCOCC3)c(Cl)cc12	-1%	5%	-10	0	3%	-5%	3	1%	-8	9%
Cc1ccc(NC(=O)c2c(C)nc3sc(C(=O)NC4CCCC4)c(N)c3c2-c2ccco2)c(C)c1	0%	3%	0	-3	7%	3%	1	13%	-7	18%
CC1CC(C)CN(CC(C)(C)NS(=O)(=O)c2ccccc2)C1 (configuration not stated)	-1%	-9%	2	0	2%	-14%	8	-4%	5	0%
CCN1CCN(CCCNc2ncnc3nc[nH]c23)CC1	-5%	11%	-4	-3	5%	?	-1	0%	8	24%
O=c1nc(-c2ccccc2)cc(C(F)(F)F)[nH]1	-1%	-12%	-4	-10	-1%	-4%	-1	-4%	-11	-29%
CCCn1nc(C(=O)Nc2ccc3nc(C)sc3c2)c2ccccc2c1=O	1%	18%	-12	1	-16%	.	8	14%	-1	-4%
O=C(N/C(=C\c1ccc(F)cc1)C(=O)N1CCOCC1)c1ccccc1	-1%	0%	3	1	1%	1%	1	10%	2	-17%
C=CCSCC1Nc2cc(Cl)c(S(N)(=O)=O)cc2S(=O)(=O)N1 (configuration not stated)	.	?	-4	1	1%	.	-2	2%	-6	.
CCCCCCCCS(=O)c1sc2nc3c(cc2c1N)CCCC3 (configuration not stated)	.	.	3	.	10%	.	.	.	-6	-3%
C(=N\n1cnnc1)/c1ccccn1	1%	-1%	13	1	3%	-6%	3	-3%	-9	-4%[7.66 µM]
Cc1ccc(S(=O)(=O)NCc2ccc3c(c2)OCO3)cc1C	-4%	3%	-39	-1	2%	-2%	17	-1%	0	?
COc1ccc(NC(=S)NNC(=O)c2ccco2)c(OC)c1	.	.	-22	.	-2%	.	.	.	-5	7%
O=C(CN(Cc1ccccc1F)S(=O)(=O)c1ccc(Cl)cc1)NCCCO	2%	6%	0	-1	2%	-3%	9	6%	3	-2%
CC(C)=CCCC(C)CN1CCC(n2nccc2NC(=O)c2ccccc2)CC1 (configuration not stated)	-3%	-5%	32	.	1%	-1%	1	13%	-34	6%
CC1Cc2ccccc2N1C(=O)Cn1cnc2ccccc2c1=O (configuration not stated)	0%	1%	-1	4	-2%	3%	0	7%	4	-11%
O=c1onc(-c2ccc(Cl)cc2)n1Cc1ccc(F)cc1	-1%	3%	11	1	1%	-1%	0	-2%	-11	-17%
O=C(CSc1nc2ccccc2n1Cc1ccccc1)N/N=C/c1ccco1	-1%	-5%	-16	-1	-8%	?	16	2%	?	-14%
COc1ccccc1N1CCN(CCCCOc2ccc(F)cc2)CC1	-2%	4%	-15	-10	3%	-4%	-3	19%	?	-22%

Random excerpt: 2 compounds from above.
SMILES	GALK inhibitor	A-T KAP1 phos	KCNH2 WT inh	Coupling enz	ASM inhibitor	MBNL1-CUG inh	TRPV1 agonist	MLL CXXC-DNA inh	KCNH2 3.1 block	Integrin act MD
C(=N\n1cnnc1)/c1ccccn1	1%	-1%	13	1	3%	-6%	3	-3%	-9	-4%[7.66 µM]
CCCc1cc(=O)oc2cc(OCC(=O)N3CCOCC3)c(Cl)cc12	-1%	5%	-10	0	3%	-5%	3	1%	-8	9%

As entered above.
Reading for `Cc1ccc(S(=O)(=O)NCc2ccc3c(c2)OCO3)cc1C` in TRPV1 agonist: 17
Reading for `CCN1CCN(CCCNc2ncnc3nc[nH]c23)CC1` in KCNH2 WT inh: -4

Later entries:
SMILES	GALK inhibitor	A-T KAP1 phos	KCNH2 WT inh	Coupling enz	ASM inhibitor	MBNL1-CUG inh	TRPV1 agonist	MLL CXXC-DNA inh	KCNH2 3.1 block	Integrin act MD
Cc1cccc(N2CCN(C(=O)CC(NC(=O)c3ccccc3)c3ccccc3)CC2C)c1 (configuration not stated)	-1%	11%	3	-1	-2%	.	0	3%	-7	-12%
CN(C)S(=O)(=O)c1ccc(Cl)c(NC(=O)CN2CCCC2)c1	0%	4%	12	-1	5%	1%	0	-5%	10	-12%
Cc1cccc(C(=O)Nc2cc(C)ccc2NC(=O)COc2ccccc2)c1	3%	12%	2	0	-3%	-9%	?	-4%	-5	-5%
Cc1cc2c(c(=O)n1Cc1ccco1)C(c1ccccc1)C(C#N)=C(N)O2 (configuration not stated)	0%	0%	6	2	3%	1%	1	13%	-2	-12%
O=C(c1ccc([N+](=O)[O-])cc1)N(Cc1ccccc1)c1ccccn1	5%	-3%	-15	2	1%	?	8	-6%	-6	0%
CC(=O)c1cc2c(cc1NC(=O)CN1CCOCC1)OCO2	-1%	-1%	0	1	3%	17%	-2	-7%	-9	10%
CCOC(=O)c1ccc(NC(=O)N2CCc3ccccc3C2)cc1	-3%	-2%	7	-1	1%	1%	?	-2%	9	-16%
CCCS(=O)(=O)Nc1ccc(-c2ccc3nnc(C)n3n2)cc1	-1%	2%	.	1	.	?	-2	9%	.	.
O=C(Nc1nccs1)C1CC(=O)N(c2ccccc2Cl)C1 (configuration not stated)	0%	-3%	11	2	1%	-2%	-3	6%	0	-17%
O=C(CCc1nnc(CCCCc2ccccc2)o1)N1CCCC(O)C1 (configuration not stated)	-2%	-23%	-6	4	0%	-4%	0	-2%	16	0%
Cc1cc(/C=N/NC(=O)c2cccs2)c(C)n1-c1cnccn1	1%	5%	-7	-3	3%	-4%	5	0%	-11	1%
CC1(C(=O)O)CCC(C(=O)NNC(=O)c2ccccc2O)C1(C)C (configuration not stated)	0%	2%	3	3	1%	0%	0	20%	-11	-1%
N#CC1(c2ccccc2)CCC(=NO)CC1 (configuration not stated)	0%	6%	-4	0	1%	-3%	0	-17%	25	-1%
Cc1ccc(CNCCC2=CCCCC2)cc1	0%	-1%	1	-2	3%	-3%	2	5%	10	?
COc1ccc(-n2nc3c(c2NC(=O)C2CC(=O)N(c4ccccc4)C2)CS(=O)(=O)C3)cc1 (configuration not stated)	-2%	18%	-7	.	3%	-1%	1	-3%	.	14%
Cc1ccc(S(=O)(=O)/N=c2\sccn2C)cc1	-1%	0%	-4	2	1%	8%	-2	-3%	12	3%
COc1ccc(-n2c(COc3ccc4c(c3)OCO4)nnc2SCC(=O)O)cc1	-8%	-2%	7	16	5%	-16%	-2	4%	1	-3%
COC(=O)C(Cc1ccccc1)NC(=O)CCCC(=O)NCc1cccc(OC)c1 (configuration not stated)	-2%	1%	-70*	4	5%	-1%	-4	2%	-2	-5%
CSc1cc(C)nc(NC(C)=O)n1	-3%	-4%	-8	3	1%	-3%	.	-5%	5	22%
CC1CN(S(=O)(=O)c2ccccc2)C(C)CN1S(=O)(=O)c1ccccc1 (configuration not stated)	1%	1%	3	1	1%	-9%	-1	2%	-2	-24%
COc1cc(Br)c(C(=O)c2nccc3cc(OC)c(OC)cc23)cc1OC	-1%	9%	-9	-22	-5%	?	3	-5%	?	-19%
N#Cc1cnn(-c2ncnc3sc4c(c23)CCCC4)c1N	0%	5%	4	3	0%	-5%	1	6%	-8	24%
O=C(c1ccc(Br)c(S(=O)(=O)N2CCCCC2)c1)N1CCCCC1	6%	2%	-7	-2	.	2%	23	-22%	-3	-7%
O=C(CCCCl)Oc1ccc2cc(-c3ccc4ccccc4n3)c(=O)oc2c1	.	17%	-10	1	405%[activator]	3%	13	?	-7	-3%
O=C(Nc1ccc(C(=O)O)cc1)/C(=C\c1cccc([N+](=O)[O-])c1)NC(=O)c1ccc(Br)o1	-2%	2%	8	4	2%	?	2	-7%	2	5%
CCOC1(c2ccccc2)CC1C(=O)N/N=C/c1cccc([N+](=O)[O-])c1 (configuration not stated)	2%	-2%	1	-1	-6%	19%	?	11%	2	0%
Cc1sc2ncnc(SCC(=O)NC(=O)NCc3ccco3)c2c1C	0%	-2%	-1	1	-2%	30%[activator]	-3	-3%	-9	-31%[inhibitor]
COc1ccc(-c2cc(C(=O)NNC(=O)c3csc(N4CCOCC4)n3)c3ccccc3n2)cc1OC	.	-1%	-1	.	-8%	.	1	.	13	14%
